POLB inh – qHTS Assay for Inhibitors of DNA Polymerase Beta | Pol beta primer extension/strand displacement, fluorescence kinetic | 1.3% of 340,000 active | P06746 | Potency, µM (series often up to 114 µM), for inactives: at the top dose activity change, negative = inhibition, actives largely listed as inhibitors | AID 485314, 2010; note: potency is the fitted concentration of half-maximal effect; % is set by controls: 0 for no effect and ±100 for the full control effect
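Curves were derived by four-parameter Hill fits of normalized qHTS data. The kinetic fluorescent primer-extension read was taken at 0 and 10 min after 50 nM substrate, following a 15 min room-temperature preincubation of 10 nM enzyme with compounds.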
Anesthetic bind – qHTS Assay for Identification of Novel General Anesthetics; Ferritin light chain (Equus caballus), P02791; apoferritin/1-aminoanthracene competitive binding, fluorescence; Potency, µM (highest dose often 77.5 µM), inactives show at the top dose activity change, negative = displacement, hits mostly inhibitors; 0.074% of 350,000 active; AID 485281, 2010; note: potency is the fitted concentration of half-maximal effect; % is set by controls: 0 for no effect and ±100 for the full control effect; nearly all actives have a fitted effect of over 20% in size
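Steps: apoferritin (10 uM) was premixed with half-saturated 1-AMA in PBS, compounds were pin-transferred, plates stood 10 min at room temperature, fluorescence was read at 380/535 nm, and curves were fitted with a Hill equation.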
APE1 inh – qHTS Assay for Inhibitors of the Human Apurinic/apyrimidinic Endonuclease 1 (APE1) | DNA repair nuclease/redox regulator APEX1 (Homo sapiens), P27695 | recombinant APE1, TAMRA/BHQ-2 abasic DNA cleavage fluorescence | Potency, µM (titrated, usually from 65.8 µM), for the others: at the top dose activity change, negative = inhibition, hits mostly inhibitors | 0.35% of 350,000 active | AID 2517, 2012;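 note: potency is the fitted concentration of half-maximal effect; plate controls were vehicle for no effect and reference inhibitor for full effect; nearly all actives have a fitted effect of over 55% in size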
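Quantitative HTS: incision of a TAMRA/BHQ-2 double-stranded substrate bearing a tetrahydrofuran abasic site by 0.75 nM APE1 raises fluorescence. Substrate 50 nM final, added after 15 min compound preincubation at room temperature; progress as third-minus-first kinetic read difference.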
POLK inh – qHTS for Inhibitors of Polymerase Kappa | Potency, µM (doses to about 107 µM), inactives show top-dose activity, negative = inhibition, actives largely listed as inhibitors | 0.53% of 400,000 active | purified Pol kappa, fluorescent DNA synthesis assay, 10 min | AID 588579, 2011 | DNA polymerase kappa (Homo sapiens), Q9UBT6; note: potency is the fitted concentration of half-maximal effect; % is set by controls: 0 for no effect and ±100 for the full control effect
Target sequence (Q9UBT6 whole entry, looked up): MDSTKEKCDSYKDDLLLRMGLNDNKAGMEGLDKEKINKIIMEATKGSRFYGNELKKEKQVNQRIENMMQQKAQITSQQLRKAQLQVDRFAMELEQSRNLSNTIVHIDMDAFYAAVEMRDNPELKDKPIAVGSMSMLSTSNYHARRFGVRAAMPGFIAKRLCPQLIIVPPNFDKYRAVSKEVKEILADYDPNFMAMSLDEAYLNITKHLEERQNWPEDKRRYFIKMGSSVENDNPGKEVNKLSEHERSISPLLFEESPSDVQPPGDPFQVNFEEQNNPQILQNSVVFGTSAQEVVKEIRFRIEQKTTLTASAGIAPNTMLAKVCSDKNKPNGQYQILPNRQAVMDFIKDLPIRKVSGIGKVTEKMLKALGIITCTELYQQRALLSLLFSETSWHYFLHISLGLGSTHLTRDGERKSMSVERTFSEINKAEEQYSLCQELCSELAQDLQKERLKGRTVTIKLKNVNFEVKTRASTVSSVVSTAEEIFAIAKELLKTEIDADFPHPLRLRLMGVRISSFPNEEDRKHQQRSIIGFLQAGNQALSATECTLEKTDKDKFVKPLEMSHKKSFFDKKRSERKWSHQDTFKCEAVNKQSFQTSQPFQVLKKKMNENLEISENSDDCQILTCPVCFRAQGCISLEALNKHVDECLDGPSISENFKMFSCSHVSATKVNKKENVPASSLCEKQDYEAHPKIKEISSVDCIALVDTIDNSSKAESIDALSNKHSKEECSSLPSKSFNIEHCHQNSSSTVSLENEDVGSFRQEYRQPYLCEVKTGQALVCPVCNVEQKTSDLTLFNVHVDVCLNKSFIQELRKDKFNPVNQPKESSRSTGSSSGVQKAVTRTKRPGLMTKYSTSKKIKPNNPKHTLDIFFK
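Enzyme at 10 nM met test compounds for 15 min at room temperature. Substrate addition (50 nM final) began the reaction, which was monitored by fluorescence at 0 and 10 min.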
ALOX12 inh – Primary qHTS assay for inhibitors of human arachidonate 12S-lipoxygenase (ALOX12): Round 2; Polyunsaturated fatty acid lipoxygenase ALOX12 (Homo sapiens), P18054; purified 12hLO, xylenol orange hydroperoxide absorbance; Potency, µM (series often up to 108 µM), inactives show top-dose activity change, negative = inhibition, actives largely listed as inhibitors; 1.1% of 580,000 active; note: potency is the fitted concentration of half-maximal effect; % is set by controls: 0 for no effect and ±100 for the full control effect
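Hydroperoxide product was detected by ferrous iron/xylenol orange as the 573 to 405 nm absorbance ratio. Arachidonic acid at 40 uM (final) was turned over for 30 min at room temperature by 150 nM human 12hLO, pH 7.0 Hepes buffer, after 15 min compound preincubation.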
ERG-DNA inh – qHTS for Small Molecule Inhibitors of the ERG Ets/DNA interaction | Transcriptional regulator ERG (Homo sapiens), P11308 | fluorescence polarization, His-ERG Ets domain / labelled DNA | Potency, µM (series often up to 76.9 µM), for inactives: at the highest dose FP activity, negative = inhibition, actives largely listed as inhibitors | 0.028% of 370,000 active; active = well fitted inhibition curve with a large enough effect in the polarisation, with a control signal flat; inconclusive = small, poorly fitted or top-dose-only effect, or effect the other way, or a change in a side signal; inactive = no such curve, though single readings can be large or run the other way; the % refers to the polarisation;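 note: polarization taken with two DNA probes labelled with fluorescein and Texas red; potency is the fitted concentration of half-maximal effect; % of control where 0% means no effect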
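His-tagged ERG Ets domain (1 uM in the protein solution; 300mM KCl, 50mM Tris-HCl, 1mM EDTA, 1mM DTT, pH 7.5) received compound, then a probe mix of 5 nM fluorescein-DNA and 100nM Texas-615-DNA. Fluorescence polarization was read for both dyes.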
LDHA inh – qHTS assay for inhibitors of human lactate dehydrogenase. L-lactate dehydrogenase A chain (Homo sapiens), P00338. purified LDHA, NADH/diaphorase-resazurin fluorescence; active compounds read low. activity change, % (values are at about 110 or 230 µM). 0.15% of 480,000 active. AID 1347041, 2019; in the data active = activity change below about -30%; inconclusive = mostly about -25% to -30%;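 note: plate controls were DMSO wells for no effect and wells without enzyme for full effect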
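Human LDH5 (2 nM) was incubated with 0.06 mM NADH and 0.2 mM pyruvate for 5 min at room temperature in Tris pH 7.4. Remaining NADH was coupled through diaphorase/resazurin, and resorufin fluorescence was read at 0 and 20 min.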
POLH inh – qHTS for Inhibitors of Polymerase Eta | DNA polymerase eta (Homo sapiens), Q9Y253 | recombinant Pol eta, fluorescent DNA replication assay | Potency, µM (highest dose often 114 µM), for inactives: top-dose activity change, negative = inhibition, most hits filed as inhibitors | 1.2% of 390,000 active | AID 588591, 2011; note: potency is the fitted concentration of half-maximal effect; % is set by controls: 0 for no effect and ±100 for the full control effect
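Fluorescent replication assay: 50 nM final substrate added after a 15 min room-temperature compound preincubation with 10 nM enzyme. Signal taken at 0 min and again at 10 min.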
RGS4 inhibitor – Inhibitors of Regulator of G Protein Signaling (RGS) 4: qHTS. 0.039% of 390,000 active. Transcreener GDP fluorescence polarization, RGS4-accelerated GTP hydrolysis. Potency, µM (doses to about 114 µM), for the others: at the top dose activity change, negative = inhibition, hits mostly inhibitors; note: potency is the fitted concentration of half-maximal effect; % is set by controls: 0 for no effect and ±100 for the full control effect; nearly all actives have a fitted effect of over 75% in size; some results filed as inactive show a strong effect at the top dose
Target sequence (P49798 whole entry, looked up): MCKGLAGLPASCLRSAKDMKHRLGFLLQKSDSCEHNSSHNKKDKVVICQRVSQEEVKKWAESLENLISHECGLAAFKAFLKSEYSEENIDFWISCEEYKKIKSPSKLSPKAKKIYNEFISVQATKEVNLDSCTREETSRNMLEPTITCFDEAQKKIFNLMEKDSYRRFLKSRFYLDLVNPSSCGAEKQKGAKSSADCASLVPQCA
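MLSMR compounds (23 nl, pin-transferred) preincubated 10 min at room temperature with a 500nM (2x) first reagent, then RGS4 at 900nM (2x) plus Transcreener GDP mix added; fluorescence polarization (620/688 nm) read before and after 90 min at 30 °C.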
The depositor's hits bear a star; i = inactive; ? = inconclusive; . = not tested or not shown; & = joins results of further samples; [ ] = dose if it differs, or a comment. Unless noted, calls come from the whole dose curve; as a rule, active = well fitted curve in the direction sought with a large enough effect; inconclusive = small, poorly fitted or top-dose-only effect, or another doubt; inactive = no such curve, though single readings can be large; an effect the other way counts as inactive or inconclusive. Only part of the results is shown. The share of hits here may be higher or lower than overall.

Value order – POLB inh	Anesthetic bind	APE1 inh	POLK inh	ALOX12 inh	ERG-DNA inh	LDHA inh	POLH inh	RGS4 inhibitor
- Cc1cc(C)n(CC(=O)N2CCCC(N3CCN(c4ccc(F)cc4)CC3)C2)n1 (stereo not given)
→ 4%	-3%	19%	-12%	0%	-6%	-4	-2%	21%
- COc1cccc(C(=O)NCCSc2ccc(C)cc2)c1
→ 5%	-1%	-1%	-18%	3%	0%	-10	-18%	-11%
- Cc1cc(C)n(CCN(C)c2nc3nonc3nc2N2CCCCC2)n1
→ 16%	-15%	5%	0%	-14%	-6%	-5	-21%	?
- CC(C)(C)NCc1ccc(OCc2cccs2)cc1
→ 1%	-14%	-1%	17%	-6%	12%	-3	-14%	-27%
- COc1cccc(/C(O)=C/c2nc3ccc(C(=O)NCCc4cccc(C)c4)cc3[nH]c2=O)c1
→ -2%	-2%	-3%	-9%	-21%	14%	-4	-18%	-18%
- CCCN1C(=O)C(NS(=O)(=O)c2ccc(N)cc2)(C(F)(F)F)C(C(=O)OC)=C1C (stereo not given)
→ 39%	-7%	13%	-10%	7%	-3%	-3	-26%	-2%
- CSC1=C(C#N)C(c2ccc3c(c2)OCO3)C2=C(CCCC2=O)N1 (stereo not given)
→ 3%	-7%	7%	-9%	0%	2%	-5	6%	-19%
- O=C(CSCc1cc(=O)n2nc(C3CC3)sc2n1)Nc1ccc(F)cc1
→ -18%	-6%	59%[activator]	1%	-24%	17%	-1	-6%	-13%[56.9 µM]
- COc1ccc(/C=N/NC(=S)Nc2cc(C(F)(F)F)ccc2Cl)cc1
→ 34%	-7%	?	-2%	118%[activator]	13%	-3	-7%	-19%
- O=c1c2ccccc2nc(COc2ccccc2)n1/N=C/c1ccc(O)cc1O
→ -1%	-13%	-1%	0%	-15%	-3%	-1	-11%	23%
- O=C(O)c1cc(S(=O)(=O)Nc2cccc(Oc3ccccc3)c2)ccc1Br
→ -4%	1%	10%	-14%	5%	-1%	-17	-5%	7%
- CC(C)Cn1cnc2c1c(=O)n(CC(O)c1ccccc1)c(=O)n2CC(C)C (stereo not given)
→ 4%	-8%	-5%	-10%	-23%&31%	7%	-9&-3	-12%	21%
- CCC(=O)N1CCc2cc(Br)cc(S(=O)(=O)N3CCCC(C(=O)Nc4ccc(C(C)C)cc4)C3)c21 (stereo not given)
→ -4%	-1%	.	-18%	-10%	0%	-7	-15%	4%
- O=C(O)c1nccnc1C(=O)Nc1ccc(Oc2c(Cl)cccc2Cl)nc1
→ 30%	-10%	-2%	-9%	?	-10%	2	-22%	-3%
- COc1ccccc1NC(=O)Cn1nnc(-c2ccccc2NC(=O)c2cnccn2)n1
→ 5%	2%	10%	0%	-12%	0%	-5	-4%	13%
- Cc1ccc(S(=O)(=O)N/N=C\c2ccc(C)o2)cc1
→ 40µM*	-10%	-3%	?	?	.	2	45µM*	-12%
- O=C(c1cccs1)c1sccc1Cc1ccccc1
→ .	.	.	-21%	4%	-8%	-3	-2%	24%
- Cc1cc(C)cc(N(C)S(=O)(=O)c2nnc(NC(=O)COc3ccc(C)c(C)c3)s2)c1
→ -2%	-14%	.	-4%	-9%	1%	-19	?	23%
- Cc1sc(NC(=O)CSc2nc(N)cc(N)n2)c(C#N)c1C
→ 4%	4%	-5%	-16%	-4%	-6%	-5	-3%	23%[11.4 µM]
- CCOCCCNC(=O)c1cn(CC)c2ccc(S(=O)(=O)N3CCC(C)CC3)cc2c1=O
→ 6%	-4%	25%	6%	-5%	8%	-1	6%	12%
- CN1CCc2c(sc(/N=C/c3ccco3)c2C(N)=O)C1
→ 5%	3%	-4%	-11%	119%[activator]	-9%	6	-14%	-47%
- O=C1NC(c2cccc(Cl)c2)Nc2ccccc21 (stereo not given)
→ 3%	-2%	0%	2%	-1%	-1%	-4	-19%	-17%
- CC(=O)Nc1ccc(NC(=O)C(C)OC(=O)c2cccc(S(=O)(=O)N3CCCCC3)c2)cc1 (stereo not given)
→ 0%	?	2%	-7%	?	-5%	3	-10%	7%
- O=C(O)c1ccccc1C(=O)Nc1ccc(Nc2ccc([N+](=O)[O-])cc2[N+](=O)[O-])cc1
→ 2%	-16%	4%	9%	-25%	1%	0	?	9%
- COC(=O)c1ccccc1-c1ccc(/C=N/Nc2nc(N3CCCC3)nc(N3CCCC3)n2)o1
→ 15%	108%[activator]	22%	-14%	11%	-6%	-1	?	-6%
- O=C(Nc1cc2c(cc1Br)OCCO2)c1cccnc1
→ 1%	-8%	59%[activator]	1%	-8%	-4%	-2	-5%	-18%
- Cc1cccc(OCCn2c(=O)oc3ccc(C)cc32)c1
→ -20%	-12%	8%	-15%	13%	-4%	1	-13%	35%
- Cc1ccc(S(=O)(=O)NCc2ccccc2)cc1C(=O)NC1CCCCC1
→ 4%	-17%	25%	-6%	3%	4%	1	-7%	-12%
- Cc1c(C(=O)N2CCOCC2)c(S(=O)(=O)Nc2ccccc2F)c(C)n1C
→ 24%	-1%	70%[activator]	11%	32%[activator]	15%	1	-9%	-11%[11.4 µM]
- Cc1cc(C)n(CC(=O)NC2C(=O)N3C(C(=O)O)=C(CSc4nnc(C)s4)CSC23)n1 (stereo not given)
→ ?	-4%	-6%	-15%	-2%	-3%	-1	22µM*	-32%
- CC(C)Oc1ccc2ccccc2c1CNC[C@H]1O[C@@H](n2cnc(C(N)=O)n2)[C@H](O)[C@@H]1O
→ .	.	.	-11%	-4%	7%	1	-7%	12%
- O=C(O)c1ccc(-n2cc(-c3cc4ccccc4oc3=O)[nH]c2=S)cc1
→ -3%	-10%	-5%	-10%	32µM*	15%	-2	?	-13%
- Cc1oc(C(C)(C)C)cc1C(=O)Nc1cccc(/C=C\C(=O)O)c1
→ 14%	4%	3%	-2%	0%	-3%	-2	-8%	-14%
- COc1ccc(OC)c(-c2cc(C(=O)Nc3c(C)nn(Cc4ccccc4)c3C)no2)c1
→ 38%	-1%	?	0%	2%	6%	1	-15%	3%
- CCCn1nc(-c2ccccc2)c2nc3ccccc3nc21
→ 8%	-7%	-3%	-7%	0%	-5%	-9	3%	9%
- CC(C)(C)n1cnc2cc(NCc3ccccc3O)ccc21
→ 42%	-6%	17%	-6%	i	13%	9	4%	27%
- COc1cccc2cc(C(C)N(CCCN3CCOCC3)C(=S)Nc3ccc(C)c(C)c3)oc12 (stereo not given)
→ 2%	6%	-9%	-13%	-2%	-6%	1	-14%	-23%
- CC(C)n1cnnc1SCC(=O)Nc1cccnc1Cl
→ .	.	22%	-4%	85%[activator]	-5%	-5	-5%	16%
- CCOC(=O)/C(C(N)=NC)=C(\O)c1ccccc1
→ 0%	-3%	3%	3%	0%	-9%	-6	-7%	-8%
- Cc1nnc2ccc(N3CCCC3)nn12
→ 21%	-9%	-4%	4%	0%&68%	6%	-5	-7%	-11%
- O=C1CCc2cc(Br)ccc2O1
→ .	.	.	-2%	4%	.	2	-9%	-22%
- CCOc1ccc(NC(=O)N(Cc2c[nH]c3ccccc23)C2CCCCCC2)cc1
→ 3%	1%	.	-7%	-4%	0%	6	-17%	-8%
- COc1ccccc1CNS(=O)(=O)N(C)C
→ ?	-21%	6%	4%	12%	-4%	-8	-1%	?
- O=C(C[n+]1ccc(Cc2ccccc2)cc1)Nc1ccccc1
→ 9%	-3%	-10%	-6%	-3%	-2%	2	-16%	-26%
- O=C1Nc2ccccc2N=C(c2ccccc2)C1N1CCOCC1 (stereo not given)
→ 41%	-12%	12%	-3%	-17%	-8%	-1	-7%	-19%
- O=C(Nc1ccc2c(c1)OCO2)C(c1ccccc1)N1CCCCC1 (stereo not given)
→ 3%	-12%	-3%	-1%	9%	2%	-2	-6%	-9%
- Cc1cc(Cl)ccc1NC(=O)CN1C(=O)NC2(CCCC2)C1=O
→ -18%	-1%	69%[activator]	-12%	-14%	3%	-12	-16%	-8%
- CCCCC1(C)NC(=O)N(CC(=O)Nc2ccc(Cl)cc2C)C1=O (stereo not given)
→ .	.	48%[activator]	-6%	-2%	16%	-8	2%	2%
- CCN=C1S/C(=C\c2ccc(-c3cccc(C(=O)O)c3)o2)C(=O)N1CC
→ 11µM*	-2%	14%	-48%	.	2%	1	20µM*	6%[11.4 µM]
- CCc1ccc2[nH]c(=O)c(CN(CCN(CC)CC)C(=O)NC3CCCCC3)cc2c1
→ 2%	-20%	-2%	7%	357%[activator]	3%	-3	-10%	-10%
- Cc1cc(NC(=O)NN2CCOCC2)nn1-c1c(Cl)cccc1Cl
→ 40%	3%	-8%	4%	?	3%	-1	-13%	-4%

Compound activity: PubChem BioAssay, National Center for Advancing Translational Sciences (NCATS)
